Screening results as filed in PubChem BioAssay.
SR-BI DiI-HDL act: activators of SR-BI mediated DiI-HDL uptake, primary screen, ldlA[mSR-BI] CHO cells, DiI fluorescence | 3 h; 100 = double the neutral-control signal | activation, % at 12.5 µM | 320,000 compounds, 0.096% hits;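 active = mean replicate activation of at least 60% and every replicate at or above 60%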;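 note: 0% = median plate neutral-control signal and 100% = twice that signal; values of inactives mirror those of a sister screen read the other way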
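Test system: SR-BI-overexpressing, LDLR-lacking CHO cells; Also added: labelled HDL, 10 µg/mL; Measured by: bottom-read cell fluorescence after medium removal, ex 550/em 595 nm; Timing: 3 h uptake period with compound, 37 °C; Buffer or medium: F12, 0.5% BSA, 25 mM HEPES; Doses: single compound concentration, delivered by pin transfer.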
DAGLB inh: DAGLB lipase inhibitors, primary screen, biochemical, fluorescence, HTS; HEK293T DAGLB membrane lysate, EnzChek fluorogenic substrate; inhibition, % at 5.17 µM; 340,000 compounds, 0.059% hits; Diacylglycerol lipase-beta (Homo sapiens), Q8NCG7; in the data active = inhibition above about 34%;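 note: 0% = enzyme with vehicle and 100% = wells lacking enzyme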
Target sequence (Q8NCG7 whole entry, looked up): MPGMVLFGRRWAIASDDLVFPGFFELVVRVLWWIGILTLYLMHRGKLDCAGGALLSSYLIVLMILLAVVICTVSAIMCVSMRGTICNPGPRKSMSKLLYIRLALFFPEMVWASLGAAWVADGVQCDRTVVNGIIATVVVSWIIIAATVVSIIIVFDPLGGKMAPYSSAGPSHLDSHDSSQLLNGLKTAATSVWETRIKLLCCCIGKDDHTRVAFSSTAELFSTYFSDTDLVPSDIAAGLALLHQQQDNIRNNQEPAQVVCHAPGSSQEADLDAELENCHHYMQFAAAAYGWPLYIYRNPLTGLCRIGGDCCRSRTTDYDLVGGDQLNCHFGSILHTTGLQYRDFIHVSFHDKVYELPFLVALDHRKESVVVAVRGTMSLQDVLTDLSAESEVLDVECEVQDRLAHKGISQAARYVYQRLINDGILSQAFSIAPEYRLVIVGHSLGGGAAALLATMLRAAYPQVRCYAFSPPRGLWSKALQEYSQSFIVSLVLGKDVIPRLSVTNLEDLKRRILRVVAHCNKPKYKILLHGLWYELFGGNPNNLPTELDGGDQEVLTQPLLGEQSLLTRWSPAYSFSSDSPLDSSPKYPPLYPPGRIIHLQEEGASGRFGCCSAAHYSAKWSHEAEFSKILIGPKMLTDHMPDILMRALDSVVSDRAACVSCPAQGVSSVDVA
PvdQ acylase: P. aeruginosa PvdQ acylase inhibitors, primary screen, biochemical, fluorescence, plate reader and imaging, single point. PvdQ acylase [Pseudomonas aeruginosa LESB58]. purified PvdQ acylase. inhibition, % at 10 µM. 340,000 compounds, 0.063% hits. AID 488965, 2010; in the data active = inhibition above about 30%, passing the limit was not always enough;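 note: 0% = vehicle neutral wells and 100% = reference inhibitor wells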
Arr AP2 block: inhibitors of beta-arrestin/AP2 binding, primary screen, biochemical, GPCR trafficking, flow cytometry | beta-arrestin 1 C-terminal peptide binding to AP2 beta2-adaptin appendage (human) | FITC-arrestin peptide / GST-AP2 beads; AP2 beta2 appendage carries R879A mutation | inhibition, % at 10 µM | 340,000 compounds, 0.31% hits | AID 504490, 2011;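 active = inhibition above a set limit, near 3 SD of compounds lacking own fluorescence, cut at about 54% in these data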;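 note: plate controls were DMSO wells for no effect and 5 µM unlabelled arrestin peptide for full effect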
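System: GST-AP2 R879A glutathione beads; medium: PBS, Tween 20 0.05%, BSA 0.1%; reagent: fluorescein-tagged arrestin peptide at 50 nM final; schedule: pre-incubation 12 min, peptide binding 1 h, room temperature; detection: flow cytometry, FL1 (488/535 nm); read-out: inhibition as reduced fluorescein signal on beads, percent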
Cardiac RTF inh: cardiac RTF calcium sensitivity inhibitors, primary screen, biochemical, IANBD-TnC fluorescence, EC70 calcium; Troponin I, cardiac muscle (Homo sapiens) + Troponin T, cardiac muscle (Homo sapiens) + …; inhibition, % at 7.15 µM; AID 493244, 2011; 340,000 compounds, 0.12% hits; IANBD-labeled cardiac RTF, Ca2+ fluorescence;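 active = inhibition above the mean inhibition of all tested compounds plus 3 SD, cut at about 17% in these data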;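 note: assay run at fixed EC70 calcium of 1.6 mM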
Keap1 Nrf2 FP: Keap1-Nrf2 protein-protein interaction inhibitors, primary screen, biochemical, fluorescence polarization, single point; 340,000 compounds, 0.15% hits; Kelch-like ECH-associated protein 1 (Homo sapiens), Q14145; AID 504523, 2011; inhibition, % at 9.4 µM; Keap1 Kelch-Nrf2 peptide fluorescence polarization, 1536-well; in the data active = inhibition above about 12%;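 note: human Keap1 Kelch domain with fluorescein labeled Nrf2 9mer peptide probe; 0% = neutral control wells and 100% = peptide positive control; higher means more block of Keap1 binding to Nrf2 peptide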
NSD2 HMT inh: NSD2 histone methyltransferase inhibitors, primary screen, biochemical, AlphaScreen, single concentration, set 2; Histone-lysine N-methyltransferase NSD2 (Homo sapiens), O96028; NSD2 peptide methylation, 120 min; inhibition, % at 12.5 µM; 310,000 compounds, 0.54% hits; AID 743445, 2014; in the data active = inhibition above about 50%
SR-BI HDL uptake: inhibitors of SR-BI mediated HDL lipid uptake, primary screen, ldlA[mSR-BI] cells, fluorescence, single point; Scavenger receptor class B member 1 (Mus musculus), Q61009; ldlA[mSR-BI] CHO cells, DiI-HDL uptake fluorescence, 3 h; inhibition, % at 12.5 µM; 320,000 compounds, 0.96% hits; AID 488896, 2010;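 active = mean replicate inhibition of at least 70% and a set share of replicates each scoring 70 or more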;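 note: 0% = median of neutral control wells and 100% = median of positive control wells; values of inactives mirror those of a sister screen read the other way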
PKA-R2B act: activators of PKA-R2B holoenzyme, primary screen, biochemical, fluorescence polarization, Cy5-IP20, human; cAMP-dependent protein kinase catalytic subunit beta (Homo sapiens) + cAMP-dependent …; PKA-R2B holoenzyme dissociation; R2B truncated from residue 108, S112A mutant; 0% DMSO only, 100% 113 µM cGMP; activation, % at 11.4 µM; 340,000 compounds, 0.079% hits; AID 504700, 2011;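 active = activation above a cutoff set at the mean over all compounds plus 3 SD, cut at about 18% in these data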;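 note: higher means more holoenzyme dissociation and a rise in polarization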
Target sequence (P31323 whole entry, looked up, other chains not shown, the tested form may be a part): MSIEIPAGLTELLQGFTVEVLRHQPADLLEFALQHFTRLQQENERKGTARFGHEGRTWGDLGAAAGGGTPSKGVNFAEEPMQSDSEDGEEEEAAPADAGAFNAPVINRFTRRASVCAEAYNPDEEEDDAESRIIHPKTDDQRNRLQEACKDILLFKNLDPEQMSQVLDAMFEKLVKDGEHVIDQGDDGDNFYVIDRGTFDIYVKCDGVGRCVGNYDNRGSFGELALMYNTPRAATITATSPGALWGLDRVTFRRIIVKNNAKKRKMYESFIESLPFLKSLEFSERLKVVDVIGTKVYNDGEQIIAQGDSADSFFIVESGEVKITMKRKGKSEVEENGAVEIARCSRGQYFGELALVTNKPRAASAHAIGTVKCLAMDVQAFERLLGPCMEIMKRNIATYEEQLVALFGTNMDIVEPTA
LANA DNA inh: inhibitors of KSHV C-LANA binding to DNA, primary screen, biochemical, fluorescence polarization, FAM-LBS DNA, MBP-C-LANA, single point; Kaposi's sarcoma herpesvirus LANA C-terminal domain (residues 932-1162) DNA binding; inhibition, % at 9 µM; 340,000 compounds, 0.078% hits; AID 504423, 2011;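 active = highest replicate inhibition at or above 60% at 9 µM, even if other replicates fall short; inactive = all replicates below 60% inhibition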;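 note: 0% = neutral control wells and 100% = 4 µM acridine orange control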
Starred values were filed as active, the others as inactive; . = not tested or not shown.

SMILES	SR-BI DiI-HDL act	DAGLB inh	PvdQ acylase	Arr AP2 block	Cardiac RTF inh	Keap1 Nrf2 FP	NSD2 HMT inh	SR-BI HDL uptake	PKA-R2B act	LANA DNA inh
O=C(Nc1ccccc1Cl)c1ccc2nccnc2c1	.	-1	7	6	14	-1	-3	.	-6	0.3
O=C(NCc1ccccc1)c1cccc(NS(=O)(=O)c2cccc3cccnc23)c1	3	0	-7	-5	-5	3	-3	-3	-5	0.2
CC(C)(C)C(O)C(Cc1ccccc1Cl)n1cncn1 (configuration not stated)	28	0	12	3	2	-3	-1	-28	3	-3.2
CN1CCN(C(=O)/C(C#N)=C/c2ccc(OC(F)F)cc2)CC1	.	1	-17	-15	-24	-1	.	.	-7	-0.1
CCOC(=O)C1(C(=O)OCC)CC1c1ccccc1 (configuration not stated)	9	-4	-13	-4	-9	-12	0	-9	6	-1.8
CCO[C@@H]1OC(C(=O)O)=C[C@H](c2csc3ccccc23)[C@H]1CCCO	16	-2	6	20	1	-4	.	-16	-7	1.0
NS(=O)(=O)c1ccc(N2N=C(c3ccccc3)CC2c2ccccc2Cl)cc1 (configuration not stated)	-40	-3	-13	13	5	-2	.	40	-3	1.2
O=C(O)c1cc(S(=O)(=O)Nc2ccc(OCc3ccccc3)cc2)ccc1Br	-20	13	-15	6	-15	-2	.	20	-8	-1.1
CCOc1ccc(NC(=O)CC(Cc2ccc(Cl)cc2)C(=O)O)cc1 (configuration not stated)	23	0	-1	2	-3	1	-2	-23	6	-2.6
CSCCC(NS(=O)(=O)c1ccc(Cl)cc1)C(=O)N1CCN(c2ccccc2)CC1 (configuration not stated)	14	-4	-9	-8	-8	-5	-2	-14	8	2.0
CC(C)c1ccc(NC(=O)COc2ccc(C3SCCS3)cc2)cc1	-2	-9	-9	-8	0	-5	1	2	4	-0.4
Cc1nc(N2CCN(C(=O)c3ccco3)CC2)c2c3c(sc2n1)CC(C)CC3 (configuration not stated)	-65	-2	0	11	-7	0	6	65	4	0.9
CCc1ccc(NC(=O)c2cc(C)no2)cc1	8	-2	-1	4	-3	5	-2	-8	-8	0.4
CCOC(=O)N1CCN(C(=O)c2ccccc2N(C)S(C)(=O)=O)CC1	15	-1	6	21	-3	-1	1	-15	-8	0.5
Cc1nc(NS(=O)(=O)c2cccc([N+](=O)[O-])c2)sc1C(C)(C)C	11	3	-5	12	-1	5	5	-11	12	-1.6
COc1cc(NC(=O)c2ccc([N+](=O)[O-])cc2)ccc1NC(=O)C(C)C	-51	.	-16	-21	.	2	4	51	.	1.0
CSc1nc(N2CCOCC2)c2c(c1C#N)CCCCC2	-48	-8	-1	1	-2	-2	1	48	-7	5.5
COC(=O)C1=CN(CCCN2CCCC2=O)C=C(C(=O)OC)C1c1cccs1	28	0	2	20	-3	0	-1	-28	-3	0.1
NC(CSCc1cccc(Br)c1)C(=O)O (configuration not stated)	10	2	-12	-7	-3	-4	0	-10	-5	-0.3
Cc1sc2nc(SCC(=O)NCc3cccs3)[nH]c(=O)c2c1C	1	8	-25	1	5	-1	-1	-1	0	-0.9
O=C(NCCO)/C(=C/c1cccc([N+](=O)[O-])c1)NC(=O)c1ccco1	15	0	-5	13	1	0	-1	-15	5	-1.8
Nc1nc(SCC(=O)NCCCN2CCOCC2)nc2sc3c(c12)CCC3	0	-3	-12	3	-15	-6	.	0	-1	0.7
Clc1ccc(C[n+]2csc3ccccc32)cc1	-19	-6	-12	10	0	-4	3	19	0	0.8
CC[C@]12c3[nH]c4cc(CCC(=O)N(C)C)ccc4c3CCN1C(=O)[C@@H](CC(=O)NCc1ccco1)C[C@@H]2C(=O)N1CCN(C(=O)C2CC2)CC1	-3	0	-7	21	-6	-1	.	3	7	2.1
CCOc1ccc2nc(SCC(=O)N3CCN(C(=O)c4ccco4)CC3)sc2c1	-3	-7	12	3	-2	-6	-2	3	-7	1.2

Next part:
SMILES	SR-BI DiI-HDL act	DAGLB inh	PvdQ acylase	Arr AP2 block	Cardiac RTF inh	Keap1 Nrf2 FP	NSD2 HMT inh	SR-BI HDL uptake	PKA-R2B act	LANA DNA inh
CC1CCCC(C)N1C(=O)COC(=O)COc1ccccc1C#N (configuration not stated)	28	3	-11	3	-6	4	-1	-28	4	-0.5
Cc1ccc(C)c(N2CCN(C(=O)CCc3nc(-c4ccccc4Cl)no3)CC2)c1	22	-10	-8	-21	1	4	.	-22	-2	0.3
CCC(C)[C@H](NC(=O)N1CCn2c1nc1ccccc12)C(=O)NCc1ccc(OC)cc1 (some centres not stated)	-18	3	-27	-2	1	2	-6	18	-1	-1.0
O=c1[nH]cnc2c1nnn2Cc1ccccc1	9	0	-3	10	-3	2	-1	-9	-4	1.3
CCOC(=O)CC(=O)CSc1ncnc2c1cnn2-c1ccccc1	-10	-6	-12	13	-15	-6	-1	10	4	-2.0
Cc1ccc(CN2CCN(/N=C/c3ccco3)CC2)c(C)c1	-6	-4	4	44	-11	4	-2	6	2	0.7
O=C(CSc1nnc2c(n1)[nH]c1ccccc12)N1CCCCC1	6	-2	8	31	-22	-2	-1	-6	-16	-0.3
CCOC(=O)c1cnc(-n2nc(C)cc2C)nc1Nc1ccc(N(C)C)cc1	-29	0	8	45	5	1	2	29	-3	1.3
Cc1c(/C=N\NC(=O)c2cccc(F)c2)cnn1C	14	1	-6	6	-7	2	0	-14	-2	2.6
O=C(Nc1nc2c(s1)CN(Cc1ccccc1)CC2)c1c(F)cccc1F	7	2	-17	15	-7	-9	5	-7	-13	1.6
COc1ccc(NC(=O)c2cccs2)cn1	6	0	-13	-1	-4	1	24	-6	3	-0.6
O=C(c1ccco1)N1CCN(C(=S)Nc2ccc(Br)cc2Cl)CC1	-7	-5	2	16	1	4	-1	7	-21	0.4
Cn1c(=O)c2c(ncn2CC(=O)Nc2ccccc2Sc2ccccc2)n(C)c1=O	19	2	-1	4	0	-3	0	-19	2	0.4
CC(=NC1CCCC1)c1c(C)[nH]n(-c2nc3ccccc3s2)c1=O	-9	0	8	18	-11	-13	2	9	-20	-2.3
Cc1ccc(-n2nc(C)c3c(C)c(CCC(=O)O)c(C)nc32)cc1C	13	2	3	13	-3	6	-4	-13	-12	1.7
Cc1cccc(C(=O)NCC(=O)N(C)CC(=O)Nc2ccc(N3CCOCC3)cc2)c1	-1	0	-7	-1	0	-1	2	1	5	-1.5
C/C(CC(=O)Nc1ccccc1[N+](=O)[O-])=N\NC(=O)COc1ccccc1C	-1	-4	-2	18	14	5	0	1	-9	-0.8
CC1(C)Cc2c(cnn2-c2ccc(F)cc2)C(NC(=O)CN2CCCCC2=O)C1 (configuration not stated)	-2	2	-4	3	3	-4	-2	2	2	-2.1
CC(C)Cc1nc2oc3c(=O)[nH]cnc3c2c2c1CCC2	36	-4	7	1	-5	-1	10	-36	-3	-2.1
CCOc1ncccc1C(=O)NCC1COc2ccccc2O1 (configuration not stated)	44	-9	-4	-8	6	0	1	-44	-9	1.0
CSc1sc(C(=O)N2CCCCC2)c(-c2cccs2)c1C#N	-11	.	-6	14	.	-1	0	11	.	0.9
Cc1ccc(NS(=O)(=O)c2ccc(Cl)c(C(=O)O)c2)cc1S(=O)(=O)N1CCOCC1	37	5	10	7	19*	-2	0	-37	-4	-1.1
CC(=O)Nc1ccc(NCC(=O)c2ccccc2)cc1	8	1	-19	2	-8	-3	-2	-8	-3	0.3
COc1cc(OC)cc(C(=O)Nc2cccc3c2CCCC3)c1	-5	-4	9	-3	-1	-1	-2	5	-9	1.5
C=CCNc1nc(NC(C)(C)CO)nc(OC)n1	6	4	-8	22	-11	0	0	-6	-3	1.0

The results go on:
SMILES	SR-BI DiI-HDL act	DAGLB inh	PvdQ acylase	Arr AP2 block	Cardiac RTF inh	Keap1 Nrf2 FP	NSD2 HMT inh	SR-BI HDL uptake	PKA-R2B act	LANA DNA inh
COc1ccc(CC(=O)Nc2ccc(S(=O)(=O)Nc3cc(C)on3)cc2)cc1	11	1	-12	-6	-5	-1	-1	-11	1	1.1
COc1ccc(CNC(=O)c2cccnc2SC)cc1OC	14	-1	-8	-8	2	-6	-1	-14	5	0.3
CCCn1c(SCC(=O)Nc2ccc(OCC)cc2)nnc1C(C)C	-18	0	3	22	-8	0	-1	18	-6	-1.9
C=CCn1nc([N+](=O)[O-])nc1Sc1cccc2cccnc12	-17	-4	-11	-1	-1	-6	0	17	-10	-0.5
COc1cccc(C2c3cc4c(cc3OC(NNC(N)=O)C2C)OCO4)c1O (configuration not stated)	-27	0	8	34	3	-3	-3	27	-9	1.0
COc1cc(C2C(C#N)=C(C)NC3=C2C(=O)CC(C)(C)C3)cc(OC)c1O (configuration not stated)	19	2	0	11	-4	-4	3	-19	-8	1.3
COc1ccccc1S(=O)(=O)Cc1ccc(C(=O)NC2CCCCC2)o1	47	-2	5	20	-1	-1	1	-47	-6	0.3
COc1ccccc1CNC(=O)COC(=O)c1cnccn1	8	1	-13	3	-20	0	2	-8	-2	-0.7
Cc1ccc(Oc2ccc(Cl)cc2NC(=O)c2cnccn2)cc1	.	1	-17	3	7	-8	-1	42	-2	0.2
CC(C)(CC(=O)O)CC(=O)Nc1ccc2c(c1)ncn2CCc1ccccc1	-12	0	-10	-2	-11	0	-2	12	6	1.0
Cc1cc(Cl)c(S(=O)(=O)NCC2CCCO2)cc1OCC(N)=O (configuration not stated)	.	1	-12	-2	6	-7	0	.	5	0.6
